MLL CXXC-DNA inh – MLL CXXC-DNA interaction inhibition; hit rate 0.037% among 290,000; Potency, µM (top dose mostly 115 µM), for the others: at the highest dose activity change, negative = inhibition, most hits filed as inhibitors; MLL-CXXC / FITC-HOXA9 DNA fluorescence polarization; active means well fitted inhibition curve with a large enough effect in the polarisation, with a control signal flat, not every such curve was filed as active; inconclusive means small, poorly fitted or top-dose-only effect, or effect the other way, or a change in a side signal; inactive means no such curve, though single readings can be large or run the other way; the % refers to the polarisation; further: potency means the concentration at half of the fitted maximal effect
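Steps: dispense CXXC domain solution (7 uM) → pin compounds or unlabeled HOX-A9 DNA control → 5 min ambient → add FLSN-HOX-A9 solution (50 nM) → spin → 30 min ambient → fluorescence polarization. Tris pH 7.5/NaCl/DTT/BSA buffer.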
Coupling enz – inhibits coupling enzyme system, counter-screen for aldolase hits; coupling enzyme system counterscreen, AmpLite Red fluorescence; AID 2472; hit rate 0.67% among 290,000; activity change, negative = inhibition, % at 58.2 µM, hits read low; in the data active means activity change below about -30%; further: on the % scale 0 is the no-effect control and ±100 the full control effect
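Counterscreen lacking aldolase: glyceraldehyde-3-phosphate coupling-enzyme reagent preincubated 10 min at RT with compound (at 57.5 uM final), then substrate/coupling system with AmpLite Red added; fluorescence read at 525/598 nm after 20 min RT.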
BCR signal inh – chronic active BCR signaling inhibition; AID 493014; hit rate 0.05% among 340,000; ABC-DLBCL IkBa-CBG/CBR reporter, luminescence ratio, 4 h; Potency, µM (top dose mostly 46.1 µM), inactives show at the top dose ratio change, negative = lower green/red ratio, usual class: inhibitors; active means well fitted inhibition curve with a large enough effect in the signal ratio, with a control signal flat, not every such curve was filed as active; inconclusive means small, poorly fitted or top-dose-only effect, or effect the other way, or a change in a side signal; the % refers to the signal ratio;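 further: potency means the concentration at half of the fitted maximal effect; plate controls were basal doxycycline-induced cells for no effect and cells given 10 µM MG132 for full effect; MG132 reads +100%, hits lower the ratio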
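Cell line TMD8 (human ABC DLBCL), stably expressing tet-inducible CBG68-IkBa fusion and CBR; IMDM/0.5% FBS; cpd up to 46 uM; dox induction, 4 h, 37C/5% CO2; dual luminescence; green/red ratio; MG132 control.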
GALK inhibitor – galactokinase (human) inhibition; AID 1868; hit rate 0.007% among 270,000; P51570; Purified GALK, Kinase-Glo residual ATP luminescence; Potency, µM (top dose mostly 57.5 µM), without a hit: at the highest dose activity change, negative = inhibition, usual class: inhibitors; further: potency means the concentration at half of the fitted maximal effect; on the % scale 0 is the no-effect control and ±100 the full control effect
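Quantitative HTS: GALK 5 nM, ATP 35 uM, galactose 100 uM, 1 h room temperature, then luciferase-based ATP detection.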
Tb PFK inh – T. brucei PFK enzyme inhibition | Potency, µM (series often up to 57.5 µM), inactives show top-dose activity, negative = inhibition, most hits filed as inhibitors | O15648 | T. brucei PFK, ADP-Glo luminescence | hit rate 0.17% among 330,000;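 further: potency means the concentration at half of the fitted maximal effect; 0% = uninhibited 1x PFK enzyme wells and -100% = no-enzyme wells; nearly all actives have a fitted effect of over 60% in size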
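Luminescent ADP detection (ADP-Glo, two-step: ATP depletion then ADP-to-ATP conversion for luciferase) reported PFK activity after 45 min room-temperature reaction of 1.25 nM enzyme with 0.5 mM F6P and 0.1 mM ATP at pH 8.0.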
Giardia killer – kills Giardia lamblia. Giardia lamblia trophozoite viability. activity change, % at 7.66 µM, hits read low. hit rate 0.15% among 340,000. AID 540267; in the data active means activity change below about -80%; inconclusive means between about -30% and that limit;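 further: parasites exposed to compound for two days anaerobically before the ATP read; on the % scale 0 is the no-effect control and ±100 the full control effect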
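Giardia lamblia trophozoites (100 cells/well) were incubated with compounds for 48 h at 37 deg C under anaerobic conditions. Viability was read as ATP content by one-step luminescence after 15-30 min at room temperature.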
A-T KAP1 phos – potential ataxia-telangiectasia treatments restoring KAP-1 phosphorylation | […] A-T fibroblasts, KAP-1 phosphorylation AlphaLISA; neocarzinostatin DNA damage 30 min before lysis | Potency, µM (top dose mostly 57.5 µM), for the others: top-dose activation, most hits filed as activators | hit rate 0.19% among 320,000; further: potency means the concentration at half of the fitted maximal effect; % of control where 0% means no effect; nearly all actives have a fitted effect of over 45% in size
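hTERT-immortalized A-T patient fibroblasts ([…]), 500 cells/well in OPTI-MEM, 1% FBS, got compounds for 60 min, then NCS for 30 min at 37C. Lysates were then assayed for phospho-KAP-1 by AlphaLISA (anti-pKAP1 donor, anti-KAP1 acceptor beads), 6 hr at 25C.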
TSHR antag – antagonists of human thyroid stimulating hormone receptor; P16473; TSHR-expressing cells, TSH-stimulated cAMP HTRF, 2 h; active compounds read low; activity change, negative = inhibition, % at 11.5 µM; hit rate 0.2% among 330,000; AID 504810;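 active means activity change below a set negative limit, meaning inhibition stronger than a set level, cut at about -70% in these data; inconclusive means activity change between two set negative limits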; further: on the % scale 0 is the no-effect control and ±100 the full control effect
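Read-out is FRET at 665 nm (cryptate excitation 337 nm) from a cryptate-tagged anti-cAMP antibody, competed by cell cAMP against cAMP-d2. Compounds are tested on freshly harvested TSHR cells challenged with 4nM TSH (EC80) for 2 hours at 37 deg C.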
KCNH2 WT inh – blocks the wildtype human KCNH2 potassium channel; Q12809; U2OS, BacMam KCNH2, thallium flux FluxOr; active compounds read low; AID 720551; activity change, % at 1.84 µM; hit rate 0.37% among 340,000;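 active means maximum activity change below -70%; inconclusive means maximum activity change between -70% and -50%; inactive means maximum activity change above -50%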; further: on the % scale 0 is the no-effect control and ±100 the full control effect
Target sequence (Q12809 whole entry, looked up): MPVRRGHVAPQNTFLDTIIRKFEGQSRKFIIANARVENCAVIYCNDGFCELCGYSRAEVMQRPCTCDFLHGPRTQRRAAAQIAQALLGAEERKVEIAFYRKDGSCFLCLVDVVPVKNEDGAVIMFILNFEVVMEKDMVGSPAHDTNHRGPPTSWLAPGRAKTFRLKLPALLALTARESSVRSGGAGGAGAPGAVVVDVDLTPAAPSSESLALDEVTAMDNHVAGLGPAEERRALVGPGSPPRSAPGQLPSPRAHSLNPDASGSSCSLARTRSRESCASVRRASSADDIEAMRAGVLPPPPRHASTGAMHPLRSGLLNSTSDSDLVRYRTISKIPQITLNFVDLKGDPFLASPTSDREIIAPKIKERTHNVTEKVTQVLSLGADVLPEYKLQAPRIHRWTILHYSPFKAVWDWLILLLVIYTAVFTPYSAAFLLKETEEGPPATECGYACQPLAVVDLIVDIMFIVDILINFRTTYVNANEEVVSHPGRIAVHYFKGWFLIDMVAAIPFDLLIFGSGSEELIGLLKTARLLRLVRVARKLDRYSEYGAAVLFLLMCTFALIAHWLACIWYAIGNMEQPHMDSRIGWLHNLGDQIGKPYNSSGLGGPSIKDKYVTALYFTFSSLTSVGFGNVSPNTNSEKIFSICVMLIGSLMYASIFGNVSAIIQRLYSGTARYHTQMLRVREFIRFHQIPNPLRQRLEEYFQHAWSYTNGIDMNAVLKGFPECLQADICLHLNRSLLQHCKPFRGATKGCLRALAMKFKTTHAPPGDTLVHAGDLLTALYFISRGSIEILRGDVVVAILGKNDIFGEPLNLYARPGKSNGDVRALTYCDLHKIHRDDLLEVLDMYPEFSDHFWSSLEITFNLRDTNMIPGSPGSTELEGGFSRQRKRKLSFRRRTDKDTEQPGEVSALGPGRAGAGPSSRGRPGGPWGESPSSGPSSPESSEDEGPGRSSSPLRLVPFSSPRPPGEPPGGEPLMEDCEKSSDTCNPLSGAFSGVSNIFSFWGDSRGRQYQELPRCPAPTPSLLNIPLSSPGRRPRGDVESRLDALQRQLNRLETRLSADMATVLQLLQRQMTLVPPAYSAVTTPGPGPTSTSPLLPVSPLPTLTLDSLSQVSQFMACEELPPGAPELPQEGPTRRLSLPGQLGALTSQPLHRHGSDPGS
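U2OS cells were transduced with wild-type KCNH2 virus (2.03 x 10^8 / mL) for 4 h at room temperature, then cultured overnight at 37 C. Thallium flux was read with FluxOr dye. Rate constants were normalized to DMSO controls.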
TCR activator – activates T cell receptor signaling. 330,000 tested, under 10 active. primary human leukocytes, anti-CD3, IL-2 HTRF, 48 h. Potency, µM (titrated, usually from 9.22 µM), for inactives: at the top dose activation of IL-2 secretion, actives largely listed as activators; further: % of control where 0% means no effect
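Compounds are tested in HTS on primary human leukocytes co-incubated with a-CD3 beads for 48 hr. IL-2 output is measured by time-resolved FRET.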
* = called active by the depositor; ? = inconclusive; . = not tested or not shown; [ ] = dose if it differs, or a comment. Unless noted, the call rests on the fitted dose curve; in most records, active means well fitted curve in the direction sought with a large enough effect; inconclusive means small, poorly fitted or top-dose-only effect, or another doubt; inactive means no such curve, though single readings can be large; an effect the other way counts as inactive or inconclusive.

[1] CN1CC(=O)NC1=NC(=O)c1cc(F)c(F)cc1Cl
[2] CCN(CC)c1ccc(C(NC(C)=O)NC(C)=O)cc1
[3] CCCCN(C)CCNC(=S)Nc1ccc2nc(N3CCN(CC)CC3)cc(C)c2c1
[4] CCOC(=O)C1=C(C)NC(=O)NC1c1ccc(OCC(=O)N2CCCCC2)cc1 (stereo not drawn)
[5] CCOc1ccccc1-n1c(SCC(=O)Nc2ccccc2C(=O)O)nc2ccccc2c1=O
[6] COc1ccc(S(=O)(=O)N(CCc2ccccc2)CC(=O)NC(C)C)cc1

Assay by compound,1,2,3,4,5,6
MLL CXXC-DNA inh,-3%,-5%,13%,-4%,?,-4%
Coupling enz,-2,-4,1,0,4,2
BCR signal inh,-3%,0%,-15%,6%,-19%,?
GALK inhibitor,-2%,3%,-3%,-1%,-3%,-2%
Tb PFK inh,0%,-3%,10%,-1%,-1%,2%
Giardia killer,18,-13,-12,23,6,19
A-T KAP1 phos,-7%,-17%,-13%,-3%,8%,0%
TSHR antag,-1,.,2,3,-22,11
KCNH2 WT inh,3,-2,6,0,-1,-2
TCR activator,3%,0%,-3%,6%,-1%,-3%

Looked up by compound from the entries so far, 2 records:
[3] CCCCN(C)CCNC(=S)Nc1ccc2nc(N3CCN(CC)CC3)cc(C)c2c1
[6] COc1ccc(S(=O)(=O)N(CCc2ccccc2)CC(=O)NC(C)C)cc1

Assay by compound,3,6
MLL CXXC-DNA inh,13%,-4%
Coupling enz,1,2
BCR signal inh,-15%,?
GALK inhibitor,-3%,-2%
Tb PFK inh,10%,2%
Giardia killer,-12,19
A-T KAP1 phos,-13%,0%
TSHR antag,2,11
KCNH2 WT inh,6,-2
TCR activator,-3%,-3%

The listing continues.
[7] CCOc1cc(CNc2ccc(N3CCCCC3)cc2)cc(Br)c1OCC(=O)NC(C)(C)C
[8] CC(C)(C)n1ncc2c(=O)n(CC(=O)OCc3ccccc3)cnc21
[9] CCCc1cc(=O)[nH]c(SCC(=O)N2N=C(c3ccc(Cl)cc3)CC2c2ccco2)n1 (stereo not drawn)
[10] Cc1ccc2oc(=O)c3cc(C(=O)N4CCN(C)CC4)sc3c2c1
[11] CCOC(=O)c1c(C)[nH]c(C)c1C(=O)COC(=O)c1cccc(S(=O)(=O)N(CC)CC)c1
[12] COc1ccc(C(=O)Nc2ncc3c(n2)CC(c2ccco2)CC3=O)cc1 (stereo not drawn)

Assay by compound,7,8,9,10,11,12
MLL CXXC-DNA inh,4%,-3%,3%,-15%,-2%,-4%
Coupling enz,1,4,3,0,.,0
BCR signal inh,?,6%,4%,-1%,.,-5%
GALK inhibitor,4%,-1%,0%,3%,3%,3%
Tb PFK inh,0%,5%,-6%,-8%,-6%,1%
Giardia killer,8,?,14,13,3,-1
A-T KAP1 phos,-5%,10%,1%,-4%,-4%,2%
TSHR antag,-4,2,-1,-1,-16,-16
KCNH2 WT inh,4,2,2,1,3,4
TCR activator,5%[46.1 µM],-2%,-1%[46.1 µM],5%,1%,-1%

[13] COc1ccc(-c2nc(-c3ccccc3)ncc2S(C)(=O)=O)cc1
[14] COC(=O)c1sc(NC(=O)COc2cccc3ccccc23)nc1C
[15] COc1ccc(NC(C)C(=O)Nc2ccc(C(C)(C)C)cc2)cc1Cl (stereo not drawn)
[16] O=C(CSCc1n[nH]c(=O)[nH]1)NCCOc1cccc(Oc2ccccc2)c1
[17] CCCOc1ccc(C=Nc2ccc(OC)c(S(=O)(=O)N3CCOCC3)c2)c(O)c1
[18] CC(C)CNC(=O)c1ccccc1NC(=O)CN(c1ccccc1)S(=O)(=O)N(C)C

Assay by compound,13,14,15,16,17,18
MLL CXXC-DNA inh,5%,-3%,-3%,1%,.,-5%
Coupling enz,2,2,-3,-1,.,-1
BCR signal inh,4%,?,-3%,1%,3%,21%
GALK inhibitor,-1%,3%,0%,-1%,.,0%
Tb PFK inh,0%,0%,1%,-3%,-2%,-2%
Giardia killer,1,-9,1,8,-5,-8
A-T KAP1 phos,6%,0%,2%,1%,-2%,-1%
TSHR antag,-10,2,6,-9,29,-10
KCNH2 WT inh,-3,1,-4,0,-3,5
TCR activator,-5%,5%,6%,.,3%,-4%

[19] Cc1cc(Cl)nc(SCC(=O)c2ccccc2)n1
[20] CN(c1ccccc1)c1cc(=O)[nH]c(=O)[nH]1
[21] Cc1ccc(C=Nc2ccccc2C(N)=O)s1
[22] CC(C)C(=O)COc1c2occc2cc2ccc(=O)oc12
[23] O=C(O)CNC(=O)/C(=C\c1cccc([N+](=O)[O-])c1)NC(=O)c1ccco1
[24] Cc1nn(C)cc1CN(C)C(=O)c1cc(-c2ccccc2)nc2ccc(Br)cc12

Assay by compound,19,20,21,22,23,24
MLL CXXC-DNA inh,-5%,-1%,-5%,.,-18%,5%
Coupling enz,2,-1,-3,.,6,0
BCR signal inh,-15%,2%,?,?,1%,-5%
GALK inhibitor,-1%,2%,.,.,2%,10%
Tb PFK inh,2%,-4%,-4%,2%,3%,-5%
Giardia killer,-9,1,-8,-10,-13,6
A-T KAP1 phos,-36%,-8%,-3%,4%,-23%,7%
TSHR antag,17,5,-4,-18,26,-4
KCNH2 WT inh,4,6,6,2,-2,-11
TCR activator,-8%,-2%[46.1 µM],2%[46.1 µM],4%,-12%,-25%

[25] C=CCOc1cccc(C2/C(=C(\O)c3ccc4c(c3)OCCO4)C(=O)C(=O)N2Cc2cccnc2)c1 (stereo not drawn)
[26] COc1cccc(C(=O)Nc2ccc(C)cc2)c1
[27] COc1ccc(NC(=O)CCCCCN2C(=O)[C@@H]3Cc4ccccc4CN3C2=O)cc1Cl
[28] COc1ccccc1N1CCN(C(=O)CSc2ccc3c(C)cc(C)nc3n2)CC1
[29] COc1ccc(CNC(=O)CN2CCN(C(c3ccccc3)c3ccccc3)CC2)cc1
[30] CS(=O)(=O)c1ccc2nc(NC(=O)c3ccc(N4CCCC4=O)cc3)sc2c1

Assay by compound,25,26,27,28,29,30
MLL CXXC-DNA inh,-12%,0%,13%,-3%,8%,-18%
Coupling enz,10,-2,.,2,-2,1
BCR signal inh,0%,?,-16%,1%,1%,1%
GALK inhibitor,0%,-1%,-7%,-3%,10%,.
Tb PFK inh,-4%,0%,1%,-1%,-1%,1%
Giardia killer,?,-17,18,6,13,-5
A-T KAP1 phos,0%,7%,-1%,-3%,11%,2%
TSHR antag,7,-1,3,23,13,-1
KCNH2 WT inh,-2,3,4,10,10,-5
TCR activator,1%,.,4%,1%[46.1 µM],3%,-24%

[31] Cc1[nH]nc2c1C(c1cccc(O)c1)C1=C(CC(C)(C)CC1=O)N2 (stereo not drawn)
[32] Cc1cccc(NC(=O)c2cccc(C(=O)Nc3cccc(C)c3)c2)c1
[33] O=C(CSc1ncc(-c2ccc(F)cc2)[nH]1)N1CCCCC1
[34] COc1ccc(C2CC(C(F)(F)F)n3ncc(C(=O)NCC4CCCO4)c3N2)cc1OC (stereo not drawn)
[35] Cc1cc(C)c(S(=O)(=O)N2CCCC2=O)c(C)c1N(C)S(C)(=O)=O
[36] CC1(C)CC(=O)c2cc(OCC(=O)O)ccc2O1
[37] O=C(CSc1nc(O)cc(=O)n1-c1ccccc1)Nc1ccc(Br)cn1
[38] O=C(O)c1ccc(N=N/C(=N\Nc2ccc(C(=O)O)cc2)c2ccccc2)cc1
[39] CN(CC(=O)Nc1ccc(C#N)cc1)Cc1ccc(Cl)cc1Cl

Assay by compound,31,32,33,34,35,36,37,38,39
MLL CXXC-DNA inh,5%,-2%,0%,?,17%,-3%,?,.,-2%
Coupling enz,2,0,3,2,4,4,1,.,-4
BCR signal inh,?,0%,3%,?,0%,4%,?,10%,13%
GALK inhibitor,0%,4%,0%,3%,1%,-1%,2%,.,-2%
Tb PFK inh,1%,-2%,-4%,1%,0%,0%,2%,12%,-1%
Giardia killer,-9,11,47[activator],-17,2,-12,33[activator],-9,7
A-T KAP1 phos,5%,10%,2%,2%,0%,-2%,3%,-13%,5%
TSHR antag,1,4,-4,7,8,10,-10,-2,-25
KCNH2 WT inh,-8,-1,3,-11,35,-2,8,-23,4
TCR activator,1%,-6%,-3%,1%,-3%,.,-4%,0%,1%

Part of the list above, reduced to A-T KAP1 phos and Giardia killer.
| nr | compound | A-T KAP1 phos | Giardia killer |
| --- | --- | --- | --- |
| 8 | CC(C)(C)n1ncc2c(=O)n(CC(=O)OCc3ccccc3)cnc21 | 10% | ? |
| 9 | CCCc1cc(=O)[nH]c(SCC(=O)N2N=C(c3ccc(Cl)cc3)CC2c2ccco2)n1 (stereo not drawn) | 1% | 14 |
| 10 | Cc1ccc2oc(=O)c3cc(C(=O)N4CCN(C)CC4)sc3c2c1 | -4% | 13 |
| 11 | CCOC(=O)c1c(C)[nH]c(C)c1C(=O)COC(=O)c1cccc(S(=O)(=O)N(CC)CC)c1 | -4% | 3 |
| 12 | COc1ccc(C(=O)Nc2ncc3c(n2)CC(c2ccco2)CC3=O)cc1 (stereo not drawn) | 2% | -1 |
